HIV RNase H inh: inhibitors of HIV-1 reverse transcriptase RNase H | P04585 | RT-RNase H RNA/DNA duplex cleavage, fluorescence | inhibition, % at 10 µM | 1.9% of 65,000 active; in the data active means inhibition above about 50%
RmlC RmlD mix: RmlC/RmlD inhibition, mixture screen; RmlC/RmlD coupled enzyme inhibition, 384-well mixture HTS; inhibition, % at 5.5 µM; 0.39% of 110,000 active; in the data active means inhibition above about 30%, passing the limit was not always enough; further: strong numbers were not always called active
* = called active by the depositor; x = no result given. This is a subset (hit frequency here may not be typical).

SMILES	HIV RNase H inh	RmlC RmlD mix
CCN(CC)CCn1cnc2c([nH]c3cccc(OC)c32)c1=O	-1	13
O=c1cc(N2CCCCC2)nc2n1CCCS2	-15	9
O=C(CN1CCCN(S(=O)(=O)c2ccc(F)cc2)CC1)Nc1ccccc1Br	-12	-10
O=C1C(Cc2ccccc2)NC(=S)N1c1ccccc1 (centres undefined)	x	-53
C[C@H](O)[C@H]1CC[C@H]2[C@@H]3CCC4=CC(=O)CC[C@]4(C)[C@H]3CC[C@]12C	x	-13
CN1CCc2c(sc3nc(SCC(=O)N4CCOCC4)nc(N)c23)C1	-2	-15
CN(C)C(=O)CSc1nnc(-c2cccnc2)n1-c1ccccc1	-11	-10
CCCC/C(C)=N/NC(=O)C(=O)NCCc1ccccc1	x	-9
CCc1c(C)c2ccc(OCC(=O)OC)cc2oc1=O	-6	11
O=C1CCCN1CC(CN1CCOCC1)Sc1nc2ccccc2c(=O)n1-c1ccccc1 (centres undefined)	-1	x
CC(=O)Nc1nn(C)c2nc3cc(C)ccc3cc12	-6	-4
CC1(C)CC(C(=O)Nc2nccs2)CCO1 (centres undefined)	-12	-11
C/C=C(\C)C(=O)NCCN1C2=NC[C@@H](Cc3ccccc3)N2C[C@@H]1Cc1ccc(OC)cc1	x	-2
O=C(CSc1n[nH]c(-c2cccs2)n1)N1CCN(S(=O)(=O)c2ccccc2)CC1	21	8
CCOCCCNC(=O)C1CCN(S(=O)(=O)N2CC(C)CC(C)C2)CC1 (centres undefined)	0	-8
CC(C)CCNC(=O)c1ccc(CSCc2cccc(F)c2)o1	x	-9
Cc1ccc(S(=O)(=O)N2CCN(S(=O)(=O)N(C)C)CC2)c(C)c1	x	2
CCN1C(=O)/C(=C2/C=CC=CN2C)SC1=S	-6	23
COC(=O)c1[nH]c(=O)c2ccccc2c1OCc1ccccc1	-17	-2
CCOC(=O)C1CCCCN1Cc1ccccc1C(F)(F)F (centres undefined)	-8	-9
O=C(COc1cc(Cl)c(Cl)cc1Cl)NCCN1CCOCC1	-8	-8
CCOC(=O)CC1C(=O)NCCN1S(=O)(=O)c1ccc(Cl)c(Cl)c1 (centres undefined)	x	-16
Cc1ccc(OCC(=O)NC2=NCCS2)cc1	x	27
CCOC(=O)CSc1nc2cc(S(=O)(=O)Nc3ccccc3OC)ccc2o1	x	-10
Oc1ccc(COCc2ccccc2)c2cccnc12	-1	3

Overlap with the part before: 4 entries; new compounds follow.
SMILES	HIV RNase H inh	RmlC RmlD mix
CCOC(=O)CC1C(=O)NCCN1S(=O)(=O)c1ccc(Cl)c(Cl)c1 (centres undefined)	x	-16
Cc1ccc(OCC(=O)NC2=NCCS2)cc1	x	27
CCOC(=O)CSc1nc2cc(S(=O)(=O)Nc3ccccc3OC)ccc2o1	x	-10
Oc1ccc(COCc2ccccc2)c2cccnc12	-1	3
O=C(Cn1nnc2ccccc21)NC1CCCCC1	-5	-8
CC(C)(C)c1ccc(C(=O)Nc2ccccc2NC(=O)c2ccco2)cc1	x	8
CCOC(=O)N1CCC(NC(=O)C2CCN(S(=O)(=O)N3CCC(C)CC3)CC2)CC1	-1	-9
Cc1ccc(-c2nc(-c3ccccn3)no2)cc1	-13	3
CCC(Sc1nc2n[nH]c(C)c2c(=N)n1-c1cc(Cl)ccc1C)C(=O)N1CCOCC1 (centres undefined)	-7	-35
CC(C)C(NS(=O)(=O)c1ccc2c(c1)oc(=O)n2C)C(=O)N1CCN(c2ccccc2F)CC1 (centres undefined)	-4	-13
CC(=O)OC1N=C(c2ccccc2)c2cc(C)ccc2NC1=O (centres undefined)	x	-8
O=C(COc1ccc(F)cc1)OCCN1CCOCC1	-14	1
COc1ccc(CCNC(=O)c2c[nH]c3ccccc3c2=O)cc1OC	-79	5
Cc1ccc(C2=N/C(=C/c3cccs3)C(=O)N2Nc2ccccc2)cc1	x	-1
CC(C)CCNC(=O)CN(CCCN1CCOCC1)C(=O)Cn1nnc(-c2ccc(F)cc2)n1	0	-10
CN1CCN(c2nccc3c2ncn3C)CC1	-10	3
CC(=NCc1ccc2c(c1)OCO2)c1c(O)n(C)c(=O)n(C)c1=O	-12	8
CCn1cc(S(=O)(=O)CC(=O)N2CCc3ccccc32)c2ccccc21	-13	-4
COC(=O)c1nnc(-c2ccccc2)c(-c2ccccc2)n1	-6	15
COc1cccc(/C=N/NC(=O)c2csc(-n3nc(C)cc3C(F)(F)F)n2)c1	x	-28
COCCCNc1ncnc2sc3c(c12)CCC(C)C3 (centres undefined)	x	7
COC(=O)[C@@H](NC(=O)NC1CCCc2ccccc21)C(C)C (some centres undefined)	-3	7
COC(=O)c1c(NC(=O)CN2CCN(C(=O)c3ccco3)CC2)c2c(C)cccc2n1C	-18	5
CCOC(=O)C(=CN(CCc1ccccc1)CC(=O)OC)C(=O)OCC	x	-1
CC(C)Oc1ccc(C(=O)NCc2cccs2)cc1	x	7
CCCOP(=O)(OCCC)c1c([N+](=O)[O-])cc(C(F)(F)F)cc1[N+](=O)[O-]	x	11
COc1ccc(Nc2ncc(C(=O)N3CCN(c4ccc(F)cc4)CC3)c3ccccc23)cc1	x	-9
O=C(NCCC1=CCCCC1)C1CCN(S(=O)(=O)c2cccc3nsnc23)CC1	-4	23
O=C(c1cc2n(n1)C(C(F)(F)F)CC(c1ccc(Cl)cc1)N2)N1CCCC1 (centres undefined)	8	12

Remaining list, next part:
SMILES	HIV RNase H inh	RmlC RmlD mix
CN(C)c1ccc(NC(=O)Oc2ccccc2)cc1	x	9
Cc1ccc(-c2cc(C(F)(F)F)nc(SCC(=O)c3cccc([N+](=O)[O-])c3)n2)cc1	x	-26
O=C(CSC1=NCCS1)NCc1ccco1	0	-16
COc1cc(/C=C2/C(=N)N3C=CSC3=NC2=O)ccc1OCCCOc1cc(C)ccc1C	x	6
COc1ccc(C(CNC(=O)CN2C(=O)NC3(CC(C)CC(C)(C)C3)C2=O)N2CCOCC2)cc1 (centres undefined)	3	-15
O=C(CN1CCCC1=O)N1CCOCC1	-9	-7
Cc1ccc2c(c1)N(CC(=O)Nc1ccc3c(c1)OCCO3)C(=O)CO2	4	5
COc1ccc2c(c1)-c1nc(NC(=O)c3cccs3)sc1CC2	-16	-9
O=C(NCCc1ccccc1)N1c2ccccc2Sc2ccccc21	x	15
COC(/C=C/Nc1ccc(C)c(C)c1)=C(C#N)C#N	x	19
CCN1CCN(S(=O)(=O)c2ccc(Br)s2)CC1	-8	9
Cc1ccc(-c2cc(C(F)F)nc(NCC3CCCO3)n2)cc1 (centres undefined)	-68	-10
COc1ccc2nc(-c3ccc(N)cc3)[nH]c2c1	x	24
NNC(=O)CNC(c1ccccc1)c1cc(Br)ccc1NC(=O)c1ccccc1Br (centres undefined)	x	3
CCOC(=O)C1C(=O)CC(C)(O)C(C(=O)OCC)C1c1ccc(OCC)cc1 (centres undefined)	-3	-11
NC(=O)Cn1nnc(-c2ccc(C(F)(F)F)cc2)n1	-8	-10
C#CCOCCOCCOCCNc1nc(N2CCN(C(=O)[C@H]([C@@H](C)CC)n3cc([C@@H](N)Cc4ccc(O)cc4)nn3)CC2)nc(N2CCN(C(=O)[C@H](Cc3ccc(O)cc3)n3cc([C@@H](N)CC(C)C)nn3)CC2)n1	x	-2
O=C(Nc1ccccc1NC(=O)c1c(F)c(F)c(F)c(F)c1F)c1c(F)c(F)c(F)c(F)c1F	0	-6
Cc1ccc2c(c1)c(C)c(C)n2CC(O)Cn1nnc2ccccc21 (centres undefined)	-1	-1
Cc1cc(S(=O)(=O)NCC(C)C)ccc1OCC(=O)NCc1ccccn1	-7	1
O=C(COc1ccccc1)N1CCN(C(=O)c2ccco2)CC1	x	2
COc1cc(-c2cc(=O)c3c(O)cc(O)cc3o2)ccc1O	x	7
CSc1ccccc1N=Cc1nc(-c2ccccc2)oc1O	-22	5
Cc1ccc(NC(=O)CC(O)(C(F)(F)F)C(F)(F)F)cc1	x	-13
Cc1noc(C)c1S(=O)(=O)NC1CCCc2ccccc21 (centres undefined)	-2	-14

The list goes on:
SMILES	HIV RNase H inh	RmlC RmlD mix
c1ccc(-c2cnc(CSc3ncnc4sccc34)o2)cc1	-72	-6
COc1ccc(NC(=O)CN2CCN(CC(=O)Nc3ccccc3Cl)CC2)cc1Cl	-6	-15
OCCNc1nc2ccccc2n1CCN1CCCCC1	x	1
CCOC(=O)/C(C#N)=C(/C)c1ccc(OC)cc1	-17	3
Cc1cc2nc(SCC(=O)Nc3nonc3C)c3c(c2cc1C)CCCC3	17	12
CCCCCCCC(=O)NNC(=O)c1ccc(F)cc1	x	-5
CC(C)CNC(=O)C1CCN(c2ccc(S(=O)(=O)N3CCOCC3)cc2)CC1	-11	-11
COc1ccc(-c2nnc(SCC(=O)Nc3ccccc3OC)o2)cc1	-9	5
CC1=C(C(N)=O)C(c2sccc2C)n2nnnc2N1 (centres undefined)	x	-8
CC1(C)CCCN(C(=O)N2c3ccccc3Sc3ccccc32)C1	x	8
COc1cc(C2C(C#N)=C(N)Oc3cc(O)ccc32)cc(OC)c1OC (centres undefined)	x	-10
CSc1nc2sc3c(c2c2nnnn12)CCC3	41	x
CCOC(=O)C1=C(C)N(C)C(=O)NC1c1cc2c(cc1Br)OCO2 (centres undefined)	-11	0
CC(=O)N1CCN(c2ccc(NC(=O)c3ccc4c(c3)OCO4)cc2)CC1	-3	4
Cc1cc(NC(=O)CSc2nnnn2C)n(-c2ccccc2)n1	x	-11
O=C(OCC(=O)N1CCOCC1)c1ccc(Cl)nc1	x	-13
CC(=O)O[C@H]1C[C@@H]2CC[C@@H]3[C@H](CC[C@@]4(C)[C@H]3C[C@H]([N+]3(C)CCCCC3)[C@@H]4OC(C)=O)[C@@]2(C)C[C@@H]1[N+]1(C)CCCCC1	-11	x
O=C(OC(C(=O)O)C(OC(=O)c1ccccc1)C(=O)NCc1ccccc1)c1ccccc1 (centres undefined)	x	-1
CCn1c(Cc2ccccc2)nnc1SCC(=O)Nc1nc(C)cs1	x	8
O=C(c1ccc2c(c1)OCCO2)N(c1ccccn1)C1CCCCC1	0	-11
Cc1nc(NC(=O)c2ccccc2)sc1-c1csc(Nc2cccc(Cl)c2)n1	x	-1
CCOC(=O)c1sc(NC(=O)CSc2nnc(-c3ccco3)n2CC)c(C(=O)OCC)c1C	16	-23
CCOc1cc(C)nc(Oc2ccc(=O)[nH]n2)n1	-14	-10
COc1ccc(-c2noc(C3CCCN(S(=O)(=O)c4cccc(Cl)c4C)C3)n2)cc1OC (centres undefined)	-4	6
CC(=O)NC1CCCN(O)C(=O)/C=C(\C)CCOC(=O)C(NC(C)=O)CCCN(O)C(=O)/C=C(\C)CCOC(=O)C(NC(C)=O)CCCN(O)C(=O)/C=C(\C)CCOC1=O (centres undefined)	x	-18

In a second layout: results already given.
Every second line gives: HIV RNase H inh, RmlC RmlD mix
CC1(C)CCCN(C(=O)N2c3ccccc3Sc3ccccc32)C1
 : x, 8
COc1cc(C2C(C#N)=C(N)Oc3cc(O)ccc32)cc(OC)c1OC (centres undefined)
 : x, -10
CSc1nc2sc3c(c2c2nnnn12)CCC3
 : 41, x
CCOC(=O)C1=C(C)N(C)C(=O)NC1c1cc2c(cc1Br)OCO2 (centres undefined)
 : -11, 0
CC(=O)N1CCN(c2ccc(NC(=O)c3ccc4c(c3)OCO4)cc2)CC1
 : -3, 4
Cc1cc(NC(=O)CSc2nnnn2C)n(-c2ccccc2)n1
 : x, -11
O=C(OCC(=O)N1CCOCC1)c1ccc(Cl)nc1
 : x, -13

Record cards, from the list above:
O=C(OCC(=O)N1CCOCC1)c1ccc(Cl)nc1 is listed with HIV RNase H inh = x; RmlC RmlD mix = -13
CC(=O)N1CCN(c2ccc(NC(=O)c3ccc4c(c3)OCO4)cc2)CC1 is listed with HIV RNase H inh = -3; RmlC RmlD mix = 4

(listing goes on)
SMILES	HIV RNase H inh	RmlC RmlD mix
N#C/C(=N\Nc1ccccc1)C(=N)N1CCCCC1	x	-11
CCN(C(=O)Cn1c(=O)n(Cc2ccccc2)c(=O)c2ccccc21)c1cccc(C)c1	x	-8
Cc1cc(C)nc(SCc2nnc(SCC(=O)Nc3nc(-c4ccccc4)cs3)n2C)n1	x	-3
CCOC(=O)C1=C(C)N(CCCC(=O)O)C(=O)NC1C(CC)CC (centres undefined)	x	-8
CCOC(=O)c1ccc(NC(=O)c2cc3ccccc3o2)cc1	-4	x
CCOc1ccc(-c2noc(CCC(=O)NC)n2)cc1OCC	-7	7
CN(C)CCNCc1ccc(OC2CCCC2)cc1	x	6
COc1ccc(-c2nc3ccccc3s2)cc1O	-21	2
O=CN1CC(=O)N(c2ccccc2)c2c([nH]c3ccccc23)C1	-13	-1
CCC(=O)Nc1ccc(-c2nnc(SCc3ccc(C(=O)Nc4nccs4)cc3)n2CC)cc1	x	-9
O=C(Nc1ccc(-c2nc3ccccc3o2)cc1)c1ccc2c(c1)OCO2	27	-73
CCOC(=O)C1=C(C)N(C2CCCCC2)C(=O)C1	-5	14
Oc1ccc2ccccc2c1C=NC12CN3CCN(CN(C3)C1)C2	50	-17
CC1=NN(C(N)=S)C(=O)C1N=Nc1c(C)cc(C)cc1C (centres undefined)	x	-14
CCc1nnc(NC(=O)CSc2nccn2-c2cccc(C)c2)s1	-7	-6
COc1c(Cl)cc(Cl)cc1C(=O)n1nc(C)cc1C	x	-13
CCOc1cc(CNn2nnnc2N)ccc1OCC(=O)NC(C)(C)C	x	-11
CNC(=O)CN(C1CCCCC1)S(=O)(=O)c1ccc(F)cc1	-2	9

In a second layout: results already given
smiles,HIV RNase H inh,RmlC RmlD mix
N#C/C(=N\Nc1ccccc1)C(=N)N1CCCCC1,x,-11
CCOC(=O)c1ccc(NC(=O)c2cc3ccccc3o2)cc1,-4,x
CCOc1cc(CNn2nnnc2N)ccc1OCC(=O)NC(C)(C)C,x,-11
CCOc1ccc(-c2noc(CCC(=O)NC)n2)cc1OCC,-7,7
O=C(Nc1ccc(-c2nc3ccccc3o2)cc1)c1ccc2c(c1)OCO2,27,-73
CCOC(=O)C1=C(C)N(C2CCCCC2)C(=O)C1,-5,14
